TRPV1 ag: agonists of human vanilloid receptor 1 (TRPV1). hit rate 0.19% among 320,000. activation, % at 8.33 µM. Q8NER1. TRPV1-expressing cells, Fluo-8 calcium influx, agonist mode; in the data active = activation above about 80%; inconclusive = between about 30% and that limit; also: 0% is about no effect
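Cells expressing TRPV1 were dye-loaded with Fluo-8 and read kinetically: 10 s baseline, 3 min after compound (agonist portion), then 2 min after EC20 capsaicin (allosteric enhancer portion). Calcium-bound dye fluorescence at 480/520 nm.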
ELG1 DNA repair: blocks ELG1-dependent DNA repair in HEK293T cells. Potency, µM (titrated, usually from 46.1 µM), inactives show at the highest dose activity change, negative = inhibition, most hits filed as inhibitors. AID 504467. HEK293T ELG1-luciferase reporter, luminescence, 16 h; DNA damage induced by 5-fluorouridine. hit rate 2.3% among 330,000; also: potency is read from the fitted curve at half-maximal effect; % is scaled to controls: 0 for no effect and ±100 for the full control effect; nearly all actives have a fitted effect of over 55% in size
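5-Fluorouridine DNA damage + compound/DMSO, 2,000 cells/well, 16 h, 37 °C/5% CO2. ONE-Glo, 30 min RT, luminescence. Readout = decrease in reporter signal.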
a7 integrin act: activates integrin-mediated alleviation for muscular dystrophy; alpha7betagal myoblasts, beta-gal FDG fluorescence, 48 h; Potency, µM (series often up to 38.3 µM), for inactives: top-dose activation, most hits filed as activators; hit rate 0.064% among 350,000; AID 624291;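 also: potency is read from the fitted curve at half-maximal effect; 100% = response of the positive control SU9516; nearly all actives have a fitted effect of over 60% in size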
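alpha7betagal+/- myoblasts (passage 13, 250/well) treated 48 h at 37C with compounds at 1:260 dilution of DMSO stock. Lysed, then beta-galactosidase activity read as FDG fluorescence (ex 480/em 540) after 30 min, with pre-read for autofluorescence.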
p53 reactivation: restores transcriptional activity of mutant p53; H1299 p53-A138V BP100-luciferase reporter, luminescence, 24 h; Potency, µM (doses to about 92.2 µM), for the others: top-dose activity change, positive = activation, most hits filed as activators; hit rate 0.063% among 320,000; AID 504706; also: potency is read from the fitted curve at half-maximal effect; % of control where 0% means no effect; nearly all actives have a fitted effect of over 45% in size
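p53-null H1299 cells stably carrying temperature-sensitive p53-A138V and a BP100-luciferase reporter were pinned with compounds (4-point, 1:5 series) and held 24 hrs at 37 deg C. Luminescence was read 10 min after detection reagent.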
MLL CXXC-DNA inh: blocks binding of human MLL CXXC domain to DNA; Q03164; MLL-CXXC / FITC-HOXA9 DNA fluorescence polarization; Potency, µM (highest dose often 115 µM), for the others: at the top dose activity change, negative = inhibition, most hits filed as inhibitors; hit rate 0.037% among 290,000; active = well fitted inhibition curve with a large enough effect in the polarisation, with a control signal flat, not every such curve was filed as active; inconclusive = small, poorly fitted or top-dose-only effect, or effect the other way, or a change in a side signal; inactive = no such curve, though single readings can be large or run the other way; the % refers to the polarisation; also: potency is read from the fitted curve at half-maximal effect
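Steps: dispense CXXC domain solution (7 uM) → pin compounds or unlabeled HOX-A9 DNA control → 5 min ambient → add FLSN-HOX-A9 solution (50 nM) → spin → 30 min ambient → fluorescence polarization. Tris pH 7.5/NaCl/DTT/BSA buffer.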
B2AR arrestin: agonists driving beta-arrestin recruitment to human beta2-adrenergic receptor | P07550 | hit rate 0.02% among 330,000 | AID 492947 | beta-arrestin recruitment to beta2AR, cell-based reporter | Potency, µM (titrated, usually from 46.1 µM), without a hit: top-dose activation, hits mostly activators;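 also: potency is read from the fitted curve at half-maximal effect; 0% = DMSO controls and full agonism = EC100 isoproterenol or metaproterenol; nearly all actives have a fitted effect of over 65% in size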
PTAP TSG101 blk: blocks PTAP/TSG101 interaction to inhibit HIV-1 budding. Fluorescence polarization, FITC-PTAP peptide / Tsg101 binding. Potency, µM (titrated, usually from 115 µM), inactives show at the top dose activity change, negative = inhibition, hits mostly inhibitors. 340,000 tested, under 10 active. AID 493005; active = well fitted inhibition curve with a large enough effect in the main read-out, with a control signal flat, not every such curve was filed as active; inconclusive = small, poorly fitted or top-dose-only effect, or effect the other way, or a change in a side signal; inactive = no such curve, though single readings can be large or run the other way; also: potency is read from the fitted curve at half-maximal effect; % of control where 0% means no effect
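Compounds were pin-transferred onto Tsg101 binding domain (10 uM final) in HEPES pH 7.5 buffer, then FITC-PTAP peptide was added at 50 nM final. After 20 min at RT, polarization reported peptide displacement across a qHTS concentration series.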
BRCA1 expr act: activators of BRCA1 expression; MCF7-BRCA1-FFLuc reporter, luminescence, 48 h; response scale: scaled: vehicle 0%, 10 µM genistein 100%; Potency, µM (series often up to 46.1 µM), for inactives: at the highest dose activation, usual class: activators; hit rate 1.1% among 380,000; also: potency is read from the fitted curve at half-maximal effect; nearly all actives have a fitted effect of over 80% in size; some results filed as inactive show a strong effect at the top dose
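Quantitative HTS in MCF7 cells stably reporting BRCA1 expression via firefly luciferase. Compound treatment lasts 48 h at 37 °C in phenol-red free MEM. Activation is expressed relative to genistein at 10 microM and DMSO.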
A-T KAP1 phos: potential ataxia-telangiectasia treatments restoring KAP-1 phosphorylation; hit rate 0.19% among 320,000; AID 485349; […] A-T fibroblasts, KAP-1 phosphorylation AlphaLISA; neocarzinostatin DNA damage 30 min before lysis; Potency, µM (highest dose often 57.5 µM), for inactives: at the top dose activation, usual class: activators; also: potency is read from the fitted curve at half-maximal effect; % of control where 0% means no effect; nearly all actives have a fitted effect of over 45% in size
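ATM-like activity read as KAP-1 phosphorylation via AlphaLISA donor/acceptor antibody pairs after lysis and 6 hr at 25C. Cells were ATM-null patient fibroblasts ([…], hTERT), dosed 60 min, then exposed to the DSB inducer NCS for 30 min.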
TCR activator: activators of T cell receptors; primary human leukocytes, anti-CD3, IL-2 HTRF, 48 h; 330,000 tested, under 10 active; Potency, µM (top dose mostly 9.22 µM), for the others: at the highest dose activation of IL-2 secretion, most hits filed as activators; AID 504894; also: % of control where 0% means no effect
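Activity was scored as IL-2 release from primary human leukocytes given only a TCR signal (a-CD3 beads) plus compound for 48 hr. Detection used a two-antibody HTRF format read at 665nm.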
Starred values were filed as active, the others as inactive; ? = inconclusive; · = not tested or not shown; [ ] = another dose, or the depositor's remark. Unless noted, calls follow the shape of the dose curve; as a rule, active = well fitted curve in the direction sought with a large enough effect; inconclusive = small, poorly fitted or top-dose-only effect, or another doubt; inactive = no such curve, though single readings can be large; an effect the other way counts as inactive or inconclusive.

SMILES	TRPV1 ag	ELG1 DNA repair	a7 integrin act	p53 reactivation	MLL CXXC-DNA inh	B2AR arrestin	PTAP TSG101 blk	BRCA1 expr act	A-T KAP1 phos	TCR activator
CCn1c(SCC(=O)N2CCCCC2C)nnc1-c1ccc(S(=O)(=O)N2CCN(C)CC2)cc1 (centres undefined)	0	2%	5%	-6%	8%	-0.1%	-2%	-1%	-4%	-8%
COc1cc2c(cc1NC(=O)COc1ccc3ccccc3c1)oc1ccccc12	-7	?	-5%	-2%	24%	-0.1%	1%	-40%	5%	3%
CCOC(=O)c1ccc(NC(=O)c2nn(C)cc2Br)cc1	?	?	-37%	17%	0%	0.4%	-8%	5µM*	15%	-5%
Cc1ccc(OCC(=O)c2cc(C)n(CC(F)(F)F)c2C)c([N+](=O)[O-])n1	3	-1%	-41%	7%	-1%	-1.0%	-5%	1%	-4%	·
CCOC(=O)c1cc2c(=O)n3ccccc3nc2n(CCCOC)c1=NC(=O)C(C)(C)C	1	-10%	-15%	-7%	4%	-0.5%	-11%	-7%	2%	4%
CN1CCc2c1nc1ccccc1c2N (tested in a mixture with another compound)	1	-3%	3%	·	1%	-0.3%	-2%	24%	1%	·
N#CCCN1CCN(Cc2cc(-c3ccccc3)ccc2O)CC1	5	?	0%	-8%	3%	-0.3%	-3%	-29%	0%	-5%
CCOc1ccccc1N(CC(=O)N/N=C/c1cc(Br)ccc1OC)S(C)(=O)=O	-2	?	-31%[inhibitor]	-7%	21%	-1.1%	0%	-45%	11%	-2%[46.1 µM]
CN(C[C@H](Cc1ccccc1)N(C[C@H](Cc1ccccc1)N(CC1(c2ccccc2)CC1)N=O)N=O)N=O	2	-1%	-22%	-3%	-18%	-0.5%	-3%	0%	18%	1%
Cc1cc(C)c(-c2csc(NC(=O)/C=C/c3cccs3)n2)c(C)c1	1	?	-11%	-2%	-3%	0.0%	-10%	-12%	-1%	1%[46.1 µM]
Cc1cc(C(=O)COC(=O)C2=NNC(=O)CC2)c(C)n1-c1ccccc1	18	?	11%	2%	-2%	-1.0%	-3%	-24%	-4%	0%
COc1ccc(C(=O)c2ccc(OC)c(OC)c2)cc1OC	2	18%	-19%	-7%	-8%	0.1%	-8%	-21%	0%	-1%
CCOC(=O)C1C(=O)Oc2ccc3ccccc3c2C1C1CCOC1=O (centres undefined)	-3	10%	-31%	-2%	2%	0.1%	1%	-3%	-5%	4%
CCCN1CCC(=O)N([C@H](CSc2ccc(C)cc2)c2ccccc2)CC1	15	?	-17%	17%	-7%	-0.1%	·	68%	-5%	0%
COc1ccc2cc3cc(C(=O)N4CCCC(C)C4)oc3nc2c1 (centres undefined)	18	?	10%	?	3%	-0.2%	-2%	?	8%	0%
Cc1cc(/C=C(\C#N)c2nnc(N3CCOCC3)n2-c2ccccc2)c(C)n1-c1ccccc1	6	-9%	·	-3%	2%	-0.7%	·	·	5%	-1%[46.1 µM]
CCOC(=O)C1(CCOC)CCN(Cc2ccc(C(=O)OC)cc2)CC1	-2	-5%	6%	15%	-20%	0.1%	-1%	-22%	?	2%
Cn1cc(C(=O)c2ccc(Cl)cc2Cl)cc1C(=O)NN	7	1%	0%	-1%	2%	0.3%	-3%	-14%	4%	-1%
O=C(Cc1ccc(Br)cc1)NC1CCCCC1	25	?	-2%	12%	7%	0.1%	-12%	68%	0%	7%
COCCCN(C(=O)C(C)Oc1ccc(Br)cc1)c1c(N)n(Cc2ccccc2)c(=O)[nH]c1=O (centres undefined)	2	-17%	-12%	1%	·	-0.3%	0%	-28%	6%	4%
O=C(OCCN1C(=O)c2cccc3c(N4CCOCC4)ccc(c23)C1=O)c1cc(Cl)cc(Cl)c1	-5	?	·	5%	?	0.2%	·	·	0%	-4%[46.1 µM]
CCc1ccc(CNCCNCC(C)O)cc1 (centres undefined)	1	-11%	-9%	-8%	3%	0.0%	·	-6%	3%	·
COc1ccc(Cn2nnnc2CN2CCOCC2)cc1	3	10%	3%	5%	-1%	-0.2%	-3%	-7%	-5%	3%[46.1 µM]
CCc1cccc(C)c1NC(=O)Cc1ccsc1	-1	7%	-4%	0%	3%	-1.1%	-4%	-3%	0%	4%
CCOc1ccc(NC(=O)NNC(=O)c2cc3ccccc3cc2O)cc1	5	-5%	-21%	?	-6%	-0.6%	0%	0%	6%	3%
(next part)
SMILES	TRPV1 ag	ELG1 DNA repair	a7 integrin act	p53 reactivation	MLL CXXC-DNA inh	B2AR arrestin	PTAP TSG101 blk	BRCA1 expr act	A-T KAP1 phos	TCR activator
CSc1nc(C)c(Cc2c(F)cccc2Cl)c(=O)[nH]1	5	4%	0%	5%	5%	-1.2%	1%	4%	3%	16%
COc1ccc(Nc2ccc([N+](=O)[O-])cn2)cn1	2	9%	-3%	·	-26%	0.4%	-12%	22%	-3%	·
CCC(C)NC(=O)c1ccc2c(c1)N(Cc1ccccc1)C(=O)CS2 (centres undefined)	?	-18%	7%	-2%	6%	-0.2%	-1%	-18%	3%	0%
Cc1cc(Oc2cc(NN3CCCCC3)c([N+](=O)[O-])cc2[N+](=O)[O-])c(C(=O)c2ccccc2)cc1Cl	-1	-23%	-17%	·	3%	-0.5%	-4%	-6%	-13%	8%
CCOc1cc2c(cc1OCC)CN(C(=O)c1cccc(S(=O)(=O)N3CCCC3)c1)CC2	1	?	-14%	-4%	·	0.0%	-1%	2%	7%	·
Nc1c(C(=O)NCc2ccc3c(c2)OCO3)nnn1Cc1cccc(F)c1	14	-1%	-3%	-1%	2%	-0.3%	-3%	0%	-8%	-2%
COc1ccc(-c2[nH]n(-c3ccc([N+](=O)[O-])cc3)c(=O)c2C=NCCN2CCNCC2)cc1	14	?	·	-7%	-7%	-0.3%	·	·	2%	·
CCOC(=O)C1=C(C)C(c2ccccc2)NC(=S)N1 (centres undefined)	-8	-3%	-16%[7.66 µM]	-5%	2%	-0.2%	-3%	0%	-10%	·
S=c1c2c(nc3nc[nH]n13)CCC2	5	-5%	10%	4%	-27%	13%	-6%	-34%	-7%	5%
Clc1ccc(Cn2ccc(C3CC3)n2)cc1	9	4%	15%	17%	2%	0.6%	-4%	0%	2%	2%
Cc1ccccc1N1C(=O)c2ccccc2C1O (centres undefined)	0	3%	17%	7%	1%	0.1%	-3%	4%	40µM*	-2%
Clc1nccc(N2CCN(c3ccccc3Cl)CC2)n1	·	·	18%	·	·	·	-3%	1%	·	-14%
Cn1nc(OCC(N)=O)ccc1=O	-3	-5%	-10%	-5%	6%	0.1%	-3%	0%	-2%	-8%[46.1 µM]
COc1ccccc1N1CCN(C(=O)Nc2ccc([N+](=O)[O-])cc2)CC1	?	15µM*	5%	-2%	9%	-0.6%	-1%	-3%	-5%	-1%[46.1 µM]
O=C1NC(=O)C2(C=C(c3ccccc3)C(O)(c3ccccc3)C2)N1 (centres undefined)	·	·	5%	·	·	·	2%	-24%	·	3%
O=C(COc1ccccc1Cl)N1CCN(c2ncccn2)CC1	-4	0%	4%	-3%	3%	0.1%	-6%	-13%	13%	10%
O=C(CN1C(=O)c2ccccc2S1(=O)=O)Nc1cccnc1	1	11%	-20%	14%	-11%	-0.5%	-6%	-19%	·	-5%
Cc1cccc(C(=O)Oc2ccccc2C2C[C@]3(C)CC(=O)NC3N2C(=O)c2cccc(C)c2)c1 (some centres undefined)	6	5%	-9%	-1%	3%	-0.1%	-6%	-33%	1%	2%
COC(=O)CN(c1ccc(C)c(Cl)c1)S(C)(=O)=O	0	?	3%	-6%	-16%	0.1%	-6%	1%	0%	6%
COc1ccc(C(=O)c2ccccc2)cc1	7	?	-19%	3%	6%	0.1%	-6%	32%	5%	-1%
CC(=O)N1CCC(C(=O)Nc2nc(-c3ccccc3)ns2)CC1	-1	-18%	30%	10%	0%	0.2%	-2%	-52%	5%	-2%[46.1 µM]
CCCC(=O)Nc1nc2ccc3nc(C)sc3c2s1	3	14%	-10%	?	2%	-0.3%	-1%	44%	3%	-5%
Cc1ccccc1S(=O)(=O)Nc1ncnc2ccccc12	3	-1%	2%	-1%	5%	0.1%	-5%	-18%	6%	7%

Three structures already listed, arranged by length of the SMILES, low to high:
SMILES	TRPV1 ag	ELG1 DNA repair	a7 integrin act	p53 reactivation	MLL CXXC-DNA inh	B2AR arrestin	PTAP TSG101 blk	BRCA1 expr act	A-T KAP1 phos	TCR activator
O=C(COc1ccccc1Cl)N1CCN(c2ncccn2)CC1	-4	0%	4%	-3%	3%	0.1%	-6%	-13%	13%	10%
CSc1nc(C)c(Cc2c(F)cccc2Cl)c(=O)[nH]1	5	4%	0%	5%	5%	-1.2%	1%	4%	3%	16%
Nc1c(C(=O)NCc2ccc3c(c2)OCO3)nnn1Cc1cccc(F)c1	14	-1%	-3%	-1%	2%	-0.3%	-3%	0%	-8%	-2%

Screening results deposited in PubChem by National Center for Advancing Translational Sciences (NCATS).
